# High-throughput results (PubChem)
# CRFR2-BP antag – antagonists of CRF-BP/CRF-R2 complex, primary screen, cell-based, HEK293, calcium dye fluorescence, uHTS; CRF-induced calcium fluorescence; inhibition, % at 11.8 µM; 350,000 compounds, 0.59% hits;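 active = inhibition of the ligand-induced calcium signal above about 50% at the single tested concentration, limit read from the data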
# MEKK2 mut-MEK5 – MEK5 binding signal on mutant MEKK2 PB1, primary screen, biochemical, multiplex bead flow cytometry, Alexa488-MEK5; Alexa488-MEK5 binding to MEKK2 mutant; percent response, % at 10 µM; 290,000 compounds, 0.35% hits; in the data active = percent response above about 24%, passing the limit was not always enough; note: inactives centre near 1; some results filed as inactive read as strong as hits; reference of the scale not given here
# CRFR2-BP ag – agonists of CRF-BP/CRF-R2 complex, primary screen, cell-based, HEK293, calcium dye fluorescence, uHTS; activation, % at 13.2 µM; CRF-binding protein / CRF receptor 2 complex (human); AID 588473, 2011; calcium dye fluorescence (FLIPR); percent of saturating CRF peptide response; 350,000 compounds, 0.46% hits;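 active = activation of at least 50%, plus an integration ratio under a set limit after plate pattern correction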;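 note: plate controls were neutral control wells without compound for no effect and CRF at EC100 for full effect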
# MEKK3 PB1 HTS – modulators of MEKK3-MEK5 PB1 binding, primary screen, biochemical, wildtype MEKK3, multiplex bead flow cytometry, Alexa488-MEK5 | Mitogen-activated protein kinase kinase kinase 3 (Homo sapiens), Q99759 | bead-based flow cytometry, Alexa488-MEK5 binding to MEKK3; actives lie on both sides; 0 = blocked by unlabeled MEK5, 100 = vehicle | binding response (% of control), % at 10 µM | 290,000 compounds, 1.4% hits;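 active = binding response more than 3 SD above or below the average of its plate-row segment, actives on both sides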;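 note: Alexa488 bead fluorescence after subtracting the streptavidin-only scavenger bead signal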
# Target sequence (Q99759 whole entry, looked up): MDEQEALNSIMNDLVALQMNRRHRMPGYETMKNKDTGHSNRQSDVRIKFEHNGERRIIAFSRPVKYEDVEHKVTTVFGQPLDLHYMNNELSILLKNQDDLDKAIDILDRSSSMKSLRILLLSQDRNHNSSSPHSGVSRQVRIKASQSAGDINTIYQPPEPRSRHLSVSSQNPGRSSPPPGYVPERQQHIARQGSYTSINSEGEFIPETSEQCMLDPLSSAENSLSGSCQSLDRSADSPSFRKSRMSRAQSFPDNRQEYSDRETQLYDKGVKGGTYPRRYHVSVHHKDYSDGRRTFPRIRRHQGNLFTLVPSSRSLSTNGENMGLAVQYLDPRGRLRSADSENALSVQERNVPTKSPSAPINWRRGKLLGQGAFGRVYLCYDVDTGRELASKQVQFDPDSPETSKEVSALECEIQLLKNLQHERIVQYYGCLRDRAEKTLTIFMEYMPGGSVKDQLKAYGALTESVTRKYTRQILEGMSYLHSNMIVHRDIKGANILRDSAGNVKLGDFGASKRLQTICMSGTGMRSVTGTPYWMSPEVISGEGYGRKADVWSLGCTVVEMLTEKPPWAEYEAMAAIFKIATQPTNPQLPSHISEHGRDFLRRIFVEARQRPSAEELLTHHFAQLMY
# GalR3 antag – GalR3 antagonists in HEK293 cells, primary screen, cell-based, fluorescence readout | Galanin receptor type 3 (Homo sapiens), O60755 | HEK293 GalR3-CNG cAMP membrane potential fluorescence; galR3 body fused to GalR1 C-terminus | 360,000 compounds, 0.44% hits | inhibition, % at 3 µM | AID 651719, 2012;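 active = inhibition above the screen-wide average plus 3 SD, cut at about 13% in these data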;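 note: forskolin and galanin both at EC90 stimulate the cells; cAMP rise reported by CNG channel membrane potential dye signal; 0% = forskolin plus galanin with DMSO and 100% = forskolin alone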
# Target sequence (O60755 1-299 limits assumed): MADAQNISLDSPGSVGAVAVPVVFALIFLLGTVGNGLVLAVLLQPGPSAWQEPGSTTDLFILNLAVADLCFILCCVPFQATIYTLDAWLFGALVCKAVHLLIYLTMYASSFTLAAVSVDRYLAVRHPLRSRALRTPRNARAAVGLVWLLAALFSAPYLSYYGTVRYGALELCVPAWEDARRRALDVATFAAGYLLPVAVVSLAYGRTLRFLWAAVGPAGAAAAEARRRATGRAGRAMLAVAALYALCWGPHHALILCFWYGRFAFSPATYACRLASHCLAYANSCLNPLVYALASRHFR
# HCV NS3 hel inh – inhibitors of HCV NS3 helicase, primary screen, biochemical, Cy5 molecular beacon fluorescence. NS3 helicase DNA unwinding. inhibition, % at 10.9 µM. 290,000 compounds, 0.56% hits;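 active = inhibition above the mean of all tested compounds plus 3 SD, set per campaign, cut at about 35% in these data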;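 note: 0% = DMSO wells and 100% = thioflavine S control wells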
#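 Assay system – hepatitis C virus NS3 helicase domain fragment enzyme · Buffer or medium – MOPS pH 6.5, MgCl2, DTT, Tween20, BSA · Reagent – Cy5/quencher beacon DNA duplex and ATP to start · Compound – single 10.9 µM dose · Timing – 1 h at 25 °C · Technique – Cy5 beacon fluorescence read at start and 1 h · Measure – % inhibition of unwinding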
# UBC9 SUMO inh – inhibitors of in vitro SUMOylation cascade, primary screen, biochemical, HTRF, uHTS; HTRF SUMOylation assay, SAE1/SAE2 + UBC9; inhibition, % at 35 µM; 290,000 compounds, 0.36% hits; AID 2006, 2009; in the data active = inhibition above about 50%, passing the limit was not always enough; note: strong numbers were not always called active
# Target sequence (P63279 whole entry, looked up): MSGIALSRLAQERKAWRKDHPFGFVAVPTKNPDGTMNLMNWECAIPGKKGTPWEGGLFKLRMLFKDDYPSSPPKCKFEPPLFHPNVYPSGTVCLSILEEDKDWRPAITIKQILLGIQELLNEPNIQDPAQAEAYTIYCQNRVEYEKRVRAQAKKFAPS
# MEKK2wt PB1 HTS – modulators of MEK5 binding to wildtype MEKK2, primary screen, biochemical, multiplex bead flow cytometry, Alexa488-MEK5 | Mitogen-activated protein kinase kinase kinase 2 (Homo sapiens), Q9Y2U5 | Alexa488-MEK5 binding to MEKK2 WT; actives lie on both sides | binding response (% of control), % at 10 µM | 290,000 compounds, 1.1% hits | AID 1531, 2009; in the data active = binding response below about 67% or above about 130%
# FID counter – compounds displacing fluorescent DNA intercalator, primary screen, artefact control for HCV NS3 helicase inhibitor project, biochemical, FID fluorescence. DNA fluorescent intercalator displacement. inhibition, % at 7.9 µM. 290,000 compounds, 0.17% hits; in the data active = inhibition above about 37%;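 note: 0% = vehicle and 100% = reference compound; higher means more ethidium bromide displaced from hairpin DNA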
# * marks the source's active call; other numbers are inactive results; . = not tested or not shown; [ ] = another dose, or the depositor's remark.
# Values run as follows: GalR3 antag	MEKK2wt PB1 HTS	HCV NS3 hel inh	CRFR2-BP antag	FID counter	UBC9 SUMO inh	MEKK3 PB1 HTS	MEKK2 mut-MEK5	CRFR2-BP ag
COc1ccc(NC(=S)N(CCN2CCOCC2)Cc2ccccc2F)cc1
→ -3	117	2	6	-15	11	119	1	-2.0
Cc1ccc(-n2nnnc2SCC(=O)Nc2cccc(NC(=O)c3ccco3)c2)cc1C
→ -3	107	-24	-39	-14	22	106	5	1.2
COc1ccc(C2c3c(noc3C)CC(C)(O)C2C(C)=O)cc1 (stereo unspecified)
→ 4	102	6	2	-3	1	104	8	-1.1
CN(C)C/C(Cl)=C(\Cl)c1ccccc1
→ -3	96	-4	0	0	-4	95	-4	-0.4
FC(F)(F)c1cccc(Cc2noc(CN3CCSCC3)n2)c1
→ -4	106	2	-2	-7	17	104	5	-1.3
CC(C)n1c(=S)[nH]c2cc(Cl)ccc21
→ 2	95	0	-11	0	8	93	-1	-4.6
COc1cccc(OCCOc2ccc(/C=C3/SC(=S)NC3=O)cc2)c1
→ -8	104	48*	41	-3	35	108	5	0.1
COc1ccc(CCNC(=O)COC(=O)c2ccc(N3CCCC3=O)cc2)cc1OC
→ -5	98	-3	2	-15	17	98	1	-1.3
COc1cccc(C(=O)NC(=S)Nc2ccc(N(C)C)cc2)c1
→ -4	106	11	-44	-2	-12	141*	2	-0.1
C/C(CC(=O)NC(C)C)=N\NC(=O)C(c1ccccc1)c1ccccc1
→ -5	102	-10	-29	-19	20	112	-1	0.5
COc1ccc(/C=C/c2c([N+](=O)[O-])c(=O)n(C)c(=O)n2C)cc1O
→ -4	103	4	52*	3	12	97	-2	0.8
CC(=O)Nc1ccc(NC(=O)c2ccc(CN3CCc4ccccc4C3)cc2)cc1
→ -10	106	11	5	-6	31	106	4	0.9
Nc1ncn(C(=O)c2ccco2)n1
→ -2	109	-6	3	2	27	106	6	-0.6
O=c1nc2n(c3cc(Cl)c(S(=O)(=O)N4CCOCC4)cc13)CCCCC2
→ -4	95	-8	-9	-4	-2	95	-2	-0.5
COc1ccc(C2CC(c3ccc(Cl)cc3)n3nc(N)nc3N2)cc1 (stereo unspecified)
→ 0	103	-10	-28	-24	-5	103	1	-0.6
CC(C)(C)n1ncc2c(=O)n(Cc3ccc(Cl)c(Cl)c3)cnc21
→ -3	98	4	36	-4	10	103	1	0.0
O=C(CSc1nc2sc3c(c2c(=O)[nH]1)CCCC3)NCCO
→ -2	109	-2	21	-5	8	103	11	3.2
N#C/C(=C\C=C\c1ccccc1)C(=O)NCc1cccnc1
→ -1	104	7	4	-4	-4	104	-7	-2.3
CC(C)(C)N(NC(=O)Nc1ccccc1)C(=O)c1ccccc1
→ -1	100	-8	32	-2	-1	101	-2	-1.1
Cc1ccc(OCC(=O)N2CC(C)OC(C)C2)c([N+](=O)[O-])n1 (stereo unspecified)
→ 5	100	-5	-2	2	9	103	-2	0.1
COc1ccc(C2CC(=O)Oc3c(C(CCN4CCCCC4)c4ccc(N(C)C)cc4)c(OC)cc(OC)c32)cc1 (stereo unspecified)
→ -6	156*	.	-11	.	-2	95	17	1.3
Cc1ccc(NC(=O)CSCc2cc(=O)n3ccsc3n2)cc1
→ .	100	11	-8	0	-7	100	0	0.8
Cc1ccccc1NC(=S)N1CCN(C(=O)c2ccco2)CC1
→ -6	107	-1	10	0	19	102	3	-0.2
CCCOc1ccc(C(=O)Nc2ccc(Cl)cn2)cc1
→ -1	102	-6	-6	-4	11	106	3	0.7
CN(C)/N=C/c1ccc(N2CCOCC2)cc1
→ -5	98	9	-10	3	-2	109	7	-2.9
CCOc1cc(/C=C(\C#N)C(=O)Nc2cccc(C(=O)O)c2)ccc1OCc1ccccc1Cl
→ -8	93	-8	-45	-3	7	101	-7	2.7
Cc1cccc(C)c1-n1c(C)cc(/C=N/NC(=O)CSc2ncccn2)c1C
→ -5	87	-17	-13	-19	6	97	0	-0.3
Cc1ccc(SCC(=O)NCC2CCCO2)cc1 (stereo unspecified)
→ -6	94	1	10	4	8	96	-10	-2.8
CCOC(=O)c1c(S(=O)(=O)NCC(=O)Nc2cccc(C)n2)c(C)n(C)c1C
→ -3	101	6	-6	-18	.	96	-3	0.5
COC(CC(=O)NNC(=S)Nc1ccccc1)OC
→ -5	90	-1	-4	-3	9	97	-12	3.4

# Single records (already shown). Screens in order: GalR3 antag	MEKK2wt PB1 HTS	HCV NS3 hel inh	CRFR2-BP antag	FID counter	UBC9 SUMO inh	MEKK3 PB1 HTS	MEKK2 mut-MEK5	CRFR2-BP ag
# `CC(=O)Nc1ccc(NC(=O)c2ccc(CN3CCc4ccccc4C3)cc2)cc1` is listed as -10	106	11	5	-6	31	106	4	0.9
# `CC(C)n1c(=S)[nH]c2cc(Cl)ccc21` is listed as 2	95	0	-11	0	8	93	-1	-4.6

# Next part
# Values run as follows: GalR3 antag	MEKK2wt PB1 HTS	HCV NS3 hel inh	CRFR2-BP antag	FID counter	UBC9 SUMO inh	MEKK3 PB1 HTS	MEKK2 mut-MEK5	CRFR2-BP ag
CCOc1cc(/C=C2\SC(=NC)N(C)C2=O)cc(Cl)c1OC(C)=O
→ -3	100	-1	-28	-18	-24	101	-1	1.1
CCOc1cc(-c2nc3ccccc3s2)ccc1O
→ -6	103	13	-4	-11	7	104	7	0.0
C=CCN(c1ccccc1)S(=O)(=O)c1ccc2c(c1)N(C(C)=O)CCO2
→ -9	96	-8	4	-32	10	90	-4	-1.3
CCN(c1ccccc1)S(=O)(=O)c1ccc(Cl)c(NC(=O)CSc2nncn2C)c1
→ 1	100	-10	-2	-23	1	98	3	1.3
Cc1ccc(N(C(=O)Cn2nnc3ccccc32)C(C(=O)NCc2ccco2)c2cccnc2)cc1 (stereo unspecified)
→ 0	111	4	-38	-35	-28	110	11	3.3
CC(C)(C)c1cc(C(=O)NCC(=O)OCC(=O)c2cccc([N+](=O)[O-])c2)cc(C(C)(C)C)c1
→ -2	97	19	2	-21	-10	93	-2	-0.3
Cc1ccc(OC(=O)NC2CCS(=O)(=O)C2)cc1C (stereo unspecified)
→ -5	106	0	11	0	16	101	3	-2.6
CCOc1cccc(C(=O)NC(=S)Nc2ccccc2)c1
→ -4	95	0	-23	-4	-8	97	0	-1.9
O=C1Cc2ccccc2Sc2ccc(O)cc21
→ -2	97	-2	-57	-4	27	96	-3	92*
Cc1ccc(OCc2nc(-c3ccccn3)no2)c(Br)c1
→ -5	102	-5	6	-16	10	100	2	-1.9
C=CCn1cc(C(=O)OC)c(=O)c2cc(S(=O)(=O)N3CCCCCC3)ccc21
→ -1	95	4	-9	-23	12	102	-5	8.6
CCC(C)(C)C(=O)Nc1ncc(S(=O)(=O)c2ccc([N+](=O)[O-])cc2)s1
→ 1	112	-4	-33	4	0	105	7	40
Cc1ccc(NC(=O)CC(C(=O)O)c2ccccc2)cc1 (stereo unspecified)
→ 1	94	2	25	3	-9	91	-2	-0.1
Cc1ccc(-n2c3c(cc(C(=O)NCc4ccco4)c2=O)C(=O)CC(C)(C)C3)cc1
→ 4	95	12	7	-33	-8	95	4	-3.5
COc1ccccc1N1CCN(CC(O)c2ccccc2)CC1 (stereo unspecified)
→ -12	100	11	1	7	-2	102	-2	-0.6
O=C(c1cccc(F)c1)N1CCN(c2cccc(C(F)(F)F)c2)CC1
→ -4	101	-4	-21	-19	1	99	1	-1.9
COc1ccc(-c2noc(C3CCCN(C(=O)c4ccccc4OC)C3)n2)cc1 (stereo unspecified)
→ -5	108	-18	15	-36	8	105	5	0.0
O=c1cc(-c2ccccc2F)oc2ccccc12
→ -6	103	-2	3	-4	27	99	4	-1.9
CCOc1ccc(S(=O)(=O)NCc2ccccc2Cl)cc1C(N)=O
→ -6	109	7	18	-7	2	102	5	-0.9
CC(C)NS(=O)(=O)c1ccc(NC(=O)C(C)Oc2ccc(C(=O)c3ccccc3)cc2)cc1 (stereo unspecified)
→ 2	100	-9	-115	-27	-33	147*	-1	162*
CCCc1c(C)[nH]c2ccc(C(=O)O)cc2c1=S
→ -3	90	14	5	-11	2	93	-5	-6.7
N#Cc1cc([N+](=O)[O-])cnc1NCC(O)CO (stereo unspecified)
→ -1	2.0*[inhibitor]	-1	-6	-1	21	2.0*[inhibitor]	-18	1.5
COc1ccc(CCNC(=O)C(=O)NCC2OCCN2S(=O)(=O)c2ccc(OC)c(OC)c2)cc1OC (stereo unspecified)
→ .	105	30	32	-34	9	101	6	-5.3
CS(=O)(=O)N1CCC(Oc2ccccc2C(=O)N2CCCCC2CO)CC1 (stereo unspecified)
→ -5	99	-6	4	-9	5	106	2	-2.1
N#CC1=C(N)c2ccccc2CC12CCCCC2
→ -3	97	-5	-31	-13	10	100	-3	-2.0
Cc1nn(C(C)C(=O)NC2CCCCC2)c(=O)c2nn(-c3ccccc3)c(C)c12 (stereo unspecified)
→ -8	109	3	-9	-38	2	109	5	-0.3
Brc1c(-c2ccc3c(c2)OCO3)nc2ncccn12
→ -2	99	6	-2	-5	23	99	0	-3.3
CCCc1cc(NCCCn2ccnc2)n2nc(C)c(-c3ccccc3)c2n1
→ 0	108	-43	6	7	10	103	14	-1.7
CC(C)(C)NC(=O)C(=O)NN=C1CCCCCC1
→ 3	98	-2	6	8	17	100	-7	4.4
O=C(CN1C(=O)NC2(CCCC2)C1=O)Nc1ccc(F)c(F)c1F
→ -3	98	2	0	-1	4	99	1	1.4
C=CCSC1=C(C#N)C(c2ccccc2OCC)C(C#N)C(=O)N1 (stereo unspecified)
→ -4	104	12	7	-6	18	101	6	-0.4
Nc1nc(-c2ccc3ccccc3c2)c(C2(O)C(=O)Nc3c(Br)cc(F)cc32)s1 (stereo unspecified)
→ -5	87	0	-20	-14	21	84	-5	-1.6
Oc1ccccc1C=NCC(O)c1ccccc1 (stereo unspecified)
→ -5	96	-1	-1	-1	18	94	-2	-3.5
CCOC(=O)c1c(-c2ccccc2)oc2ccc(OC(C)=O)cc12
→ -7	100	-3	-2	-11	17	100	1	0.2
CC(=O)Nc1ccc(S(=O)(=O)NCCSCc2ccccc2Cl)cc1
→ -2	96	1	-26	6	-6	98	-1	2.6
COc1ccc2cc3cc(C(=O)NCC4COc5ccccc5O4)oc3nc2c1 (stereo unspecified)
→ -3	.	-10	-28	-8	10	.	.	8.7
CNC(=O)c1sccc1-n1cccc1
→ -6	99	5	-10	0	-4	100	2	0.6
COc1ccc(C2C(C(=O)c3ccco3)=C(O)C(=O)N2CCOCCO)cc1OC (stereo unspecified)
→ -3	112	1	1	-3	23	105	5	-0.1
CSc1nc(-c2ccccc2)ccc1C(N)=O
→ -6	104	1	9	0	-6	102	3	-0.6

# The list is partial. The share of hits here may be higher or lower than overall.
